Assay outcomes from PubChem BioAssay.
uPA generation – blocks generation of uPA at the cell surface. cell surface uPA generation assay, qHTS. Potency, µM (doses to about 38.3 µM), inactives show top-dose activity change, negative = inhibition, hits mostly inhibitors. hit rate 0.31% among 330,000; active means well fitted inhibition curve with a large enough effect; inconclusive means small, poorly fitted or top-dose-only effect; inactive means no such curve, though single readings can be large or run the other way; tested in mouse RAW 264.7 cells; further: potency means the concentration at half of the fitted maximal effect; on the % scale 0 is the no-effect control and ±100 the full control effect; nearly all actives have a fitted effect of over 55% in size
Mito fusion act – mitochondrial division inhibition or fusion activation | S. cerevisiae fusion-defective mutant growth rescue, CellTiterGlo 48 h | Potency, µM (titrated, usually from 46.1 µM), inactives show top-dose growth rescue (activation), most hits filed as activators | hit rate 0.23% among 320,000;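 further: potency means the concentration at half of the fitted maximal effect; % of control where 0% means no effect; nearly all actives have a fitted effect of over 45% in size; temperature-sensitive fusion mutants such as fzo1-1 at 37 °C on non-fermentable ethanol glycerol medium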
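Growth-rescue viability read-out: after 48 h at the non-permissive 37C in glycerol/ethanol YPEG, yeast mitochondrial fusion mutants are measured by CellTiterGlo luminescence; compounds (23 nl pinned per well) restoring growth score as division inhibitors or fusion activators.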
TCR activator – activates T cell receptor signaling | Potency, µM (doses to about 9.22 µM), for inactives: at the top dose activation of IL-2 secretion, usual class: activators | primary human leukocytes, anti-CD3, IL-2 HTRF, 48 h | AID 504894 | 330,000 tested, under 10 active; further: % of control where 0% means no effect
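Primary human leukocytes receive a-CD3 beads and test compound and are incubated 48 hr. Secreted IL-2 is then assayed by HTRF, measuring 665nm acceptor emission after 320nm excitation of the europium donor.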
Eya2 phos inh – blocks the phosphatase activity of human Eya2; O00167; recombinant Eya2, OMFP fluorescence dephosphorylation (OMFP is methylfluorescein phosphate); Potency, µM (series often up to 76.9 µM), inactives show at the highest dose activity, negative = inhibition, actives largely listed as inhibitors; hit rate 0.006% among 330,000; further: potency means the concentration at half of the fitted maximal effect; on the % scale 0 is the no-effect control and ±100 the full control effect
Target sequence (O00167 whole entry, looked up): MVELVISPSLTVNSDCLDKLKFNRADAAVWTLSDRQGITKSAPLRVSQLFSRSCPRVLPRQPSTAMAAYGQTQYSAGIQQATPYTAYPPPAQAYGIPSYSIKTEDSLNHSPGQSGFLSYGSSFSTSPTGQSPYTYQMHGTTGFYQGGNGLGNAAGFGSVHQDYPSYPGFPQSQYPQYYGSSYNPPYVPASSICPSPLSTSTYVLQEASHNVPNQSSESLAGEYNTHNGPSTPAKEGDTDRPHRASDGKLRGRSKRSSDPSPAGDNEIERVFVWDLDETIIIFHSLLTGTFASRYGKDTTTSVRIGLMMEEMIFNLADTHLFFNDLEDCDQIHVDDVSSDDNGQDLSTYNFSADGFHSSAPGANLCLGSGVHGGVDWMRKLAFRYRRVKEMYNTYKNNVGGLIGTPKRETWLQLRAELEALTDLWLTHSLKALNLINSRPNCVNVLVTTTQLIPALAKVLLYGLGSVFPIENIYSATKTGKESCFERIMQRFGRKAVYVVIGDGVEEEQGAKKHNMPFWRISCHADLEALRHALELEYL
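Eya2 protein (added as 0.2 uM solution) was preincubated with compound for 10 min at ambient temperature in 50 mM HEPES pH 7.5, 50 mM NaCl, 5 uM MgCl2, 0.05% BSA, 1 mM DTT. OMFP (added at 50 uM) then reacted 10 min; fluorescence read at 485/525 nm.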
TSHR antag – antagonists of human thyroid stimulating hormone receptor; P16473; TSHR-expressing cells, TSH-stimulated cAMP HTRF, 2 h; hits give low values; activity change, negative = inhibition, % at 11.5 µM; hit rate 0.2% among 330,000;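 active means activity change below a set negative limit, meaning inhibition stronger than a set level, cut at about -70% in these data; inconclusive means activity change between two set negative limits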; further: on the % scale 0 is the no-effect control and ±100 the full control effect
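Cell-based HTRF cAMP assay; TSHR cells + compound, TSH EC80 (4nM final), 2 h, 37 deg C. Lysis with anti-cAMP cryptate and cAMP-d2, 30 min RT, read 665/620 nm.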
Tb PFK block – T. brucei PFK enzyme inhibition; T. brucei PFK, ADP-Glo luminescence; AID 485367; O15648; hit rate 0.17% among 330,000; Potency, µM (highest dose often 57.5 µM), inactives show top-dose activity, negative = inhibition, hits mostly inhibitors;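 further: potency means the concentration at half of the fitted maximal effect; 0% = uninhibited 1x PFK enzyme wells and -100% = no-enzyme wells; nearly all actives have a fitted effect of over 60% in size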
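Activity is normalized to no-enzyme wells (full inhibition) and 1.25 nM enzyme wells (no inhibition). Reaction: 0.5 mM F6P, 0.1 mM ATP, 45 min RT, ADP-Glo luminescence; concentration-response curves fitted and classed by quality.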
ELG1 repair inh – blocks ELG1-dependent DNA repair in HEK293T cells | hit rate 2.3% among 330,000 | HEK293T ELG1-luciferase reporter, luminescence, 16 h; DNA damage induced by 5-fluorouridine | Potency, µM (top dose mostly 46.1 µM), for inactives: at the top dose activity change, negative = inhibition, actives largely listed as inhibitors; further: potency means the concentration at half of the fitted maximal effect; on the % scale 0 is the no-effect control and ±100 the full control effect; nearly all actives have a fitted effect of over 55% in size
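Reporter activity after DNA damage by 5-fluorouridine is monitored. Compound-treated cells incubate 16 hr at 37 °C, then ONE-Glo is added for 30 min before luminescence reading.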
PTAP TSG101 blk – blocks PTAP/TSG101 interaction to inhibit HIV-1 budding; Q99816; Fluorescence polarization, FITC-PTAP peptide / Tsg101 binding; Potency, µM (titrated, usually from 115 µM), inactives show top-dose activity change, negative = inhibition, usual class: inhibitors; 340,000 tested, under 10 active; AID 493005; active means well fitted inhibition curve with a large enough effect in the main read-out, with a control signal flat, not every such curve was filed as active; inconclusive means small, poorly fitted or top-dose-only effect, or effect the other way, or a change in a side signal; inactive means no such curve, though single readings can be large or run the other way; further: potency means the concentration at half of the fitted maximal effect; % of control where 0% means no effect
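Compounds were pin-transferred onto Tsg101 binding domain (10 uM final) in HEPES pH 7.5 buffer, then FITC-PTAP peptide was added at 50 nM final. After 20 min at RT, polarization reported peptide displacement across a qHTS concentration series.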
B2AR arrestin – recruits beta-arrestin to the human beta2-adrenergic receptor. Potency, µM (highest dose often 46.1 µM), for inactives: at the highest dose activation, usual class: activators. AID 492947. beta-arrestin recruitment to beta2AR, cell-based reporter. P07550. hit rate 0.02% among 330,000;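 further: potency means the concentration at half of the fitted maximal effect; 0% = DMSO controls and full agonism = EC100 isoproterenol or metaproterenol; nearly all actives have a fitted effect of over 65% in size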
USP2a block – inhibitors of human ubiquitin-specific protease USP2a; O75604; USP2 core, Ub-CHOP2 coupled fluorogenic reporter, 485/531; Potency, µM (highest dose often 38.3 µM), for the others: top-dose activity change, negative = inhibition, usual class: inhibitors; hit rate 0.01% among 330,000; AID 463254;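 further: potency means the concentration at half of the fitted maximal effect; plate controls were DMSO wells for no effect and full inhibition by NEM control for full effect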
Target sequence (O75604 whole entry, looked up): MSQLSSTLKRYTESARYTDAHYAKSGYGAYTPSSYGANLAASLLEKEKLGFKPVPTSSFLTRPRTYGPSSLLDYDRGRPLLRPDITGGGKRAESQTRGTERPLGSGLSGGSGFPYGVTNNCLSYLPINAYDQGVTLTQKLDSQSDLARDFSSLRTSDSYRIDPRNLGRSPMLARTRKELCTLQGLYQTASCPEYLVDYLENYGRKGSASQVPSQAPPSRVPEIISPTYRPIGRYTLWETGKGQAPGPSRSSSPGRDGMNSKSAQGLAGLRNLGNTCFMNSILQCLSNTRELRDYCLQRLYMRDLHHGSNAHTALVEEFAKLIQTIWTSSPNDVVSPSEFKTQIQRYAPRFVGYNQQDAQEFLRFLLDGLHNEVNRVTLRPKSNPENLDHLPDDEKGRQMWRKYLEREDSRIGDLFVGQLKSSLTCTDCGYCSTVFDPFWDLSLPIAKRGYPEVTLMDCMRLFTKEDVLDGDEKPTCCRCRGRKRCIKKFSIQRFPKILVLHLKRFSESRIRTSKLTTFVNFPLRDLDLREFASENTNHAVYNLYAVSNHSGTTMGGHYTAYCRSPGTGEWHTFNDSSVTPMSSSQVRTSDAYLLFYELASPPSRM
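USP2 core (10nM final) preincubated 30min RT with compound in 20mM Tris-HCl pH 8.0, 2mM CaCl2, 2mM beta-mercaptoethanol, 0.05% CHAPS; 25nM Ub-CHOP2 plus 25nM reporter substrate added, fluorescence (Ex485/Em531) read after 60min.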
Chronic BCR inh – chronic active BCR signaling inhibition | ABC-DLBCL IkBa-CBG/CBR reporter, luminescence ratio, 4 h | Potency, µM (series often up to 46.1 µM), without a hit: at the top dose ratio change, negative = lower green/red ratio, hits mostly inhibitors | hit rate 0.05% among 340,000 | AID 493014; active means well fitted inhibition curve with a large enough effect in the signal ratio, with a control signal flat, not every such curve was filed as active; inconclusive means small, poorly fitted or top-dose-only effect, or effect the other way, or a change in a side signal; the % refers to the signal ratio;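 further: potency means the concentration at half of the fitted maximal effect; plate controls were basal doxycycline-induced cells for no effect and cells given 10 µM MG132 for full effect; MG132 reads +100%, hits lower the ratio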
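Cell line TMD8 (human ABC DLBCL), stably expressing tet-inducible CBG68-IkBa fusion and CBR; IMDM/0.5% FBS; cpd up to 46 uM; dox induction, 4 h, 37C/5% CO2; dual luminescence; green/red ratio; MG132 control.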
* hit, by the source's call; ? = inconclusive; . = not tested or not shown; [ ] = another dose, or the depositor's remark. Unless noted, the call rests on the fitted dose curve; in most records, active means well fitted curve in the direction sought with a large enough effect; inconclusive means small, poorly fitted or top-dose-only effect, or another doubt; inactive means no such curve, though single readings can be large; an effect the other way counts as inactive or inconclusive.

SMILES	uPA generation	Mito fusion act	TCR activator	Eya2 phos inh	TSHR antag	Tb PFK block	ELG1 repair inh	PTAP TSG101 blk	B2AR arrestin	USP2a block	Chronic BCR inh
O=C(CCC1CCCN(C(=O)C2(c3ccccc3)CC2)C1)N1CCN(c2ccccn2)CC1 (configuration not stated)	-1.1%	5.8%	5.5%	-5.3%	11.1	0.9%	?	-3.2%	-0.6%	2.4%	9.7%
O=C(NCCc1ccc(F)cc1)c1cccc2c1C(=O)c1ccc(N3CCC(Cc4ccccc4)CC3)cc1S2(=O)=O	-3.4%	.	-0.1%	7.2%	-13.3	1.0%	?	?	-0.3%	?	-0.4%
Cc1cccc(-n2c(C)cc(/C=C3/C(=N)N4C(c5ccccc5)=CSC4=NC3=O)c2C)c1	1.4%	-1.9%	2.9%[46.1 µM]	0.9%	13.9	0.6%	-0.2%	4.9%	-0.6%	1.7%	?
COc1ccc(NC(=O)CSc2nc3ccc(OC)cc3[nH]2)cc1	-1.2%	3.8%	-2.5%	2.2%	3.5	4.4%	-1.4%	-7.3%	-1.1%	0.6%	-12.3%
CCSCc1nc(N)nc(NCCc2ccccc2)n1	-16.9%	-13.4%	2.5%	-27.9%	-3.6	2.7%	?	-4.5%	0.3%	0.3%	?
C=CCN=C(NC#N)SC	15.3%	-5.1%	6.8%	-3.4%	22.2	5.8%	10.0%	-4.0%	-0.4%	0.9%	6.8%
O=C(CCc1ccccc1)Nc1nn[nH]n1	-1.1%	-4.3%	0.0%[46.1 µM]	3.6%	2.2	-0.7%	-1.7%	-2.8%	-0.7%	1.8%	0.1%
CCOC(=O)Cc1csc(/N=C/c2c(O)n(-c3ccc(C)c(C)c3)c(=O)c3ccccc23)n1	-1.1%	-2.5%	-0.2%[46.1 µM]	5.2%	-7.5	3.5%	-7.4%	4.6%	0.0%	4.1%	12.6%
COc1ccc(NC(=O)CSc2nc(O)cc(=O)n2-c2ccccc2OC)cc1	.	-0.5%	.	-1.4%	-23.7	-2.9%	-10.0%	-3.2%	0.4%	1.9%	0.9%
Cc1cccc(-n2c(SC(C)C(=O)O)nc3sc4c(c3c2=O)CCCC4)c1 (configuration not stated)	4.5%	5.9%	-2.9%	-4.9%	-11.9	1.5%	-3.9%	-6.6%	-0.1%	3.5%	11.8%
COc1cc(NC(=O)CN2C(=O)NC(C)(CCC(C)C)C2=O)cc(OC)c1 (configuration not stated)	-0.6%	-4.8%	-9.1%	1.0%	4.9	2.2%	-8.7%	-4.5%	0.1%	2.3%	3.7%
CC1CCN(C(=O)CCN2C(=O)C3C4C=CC(C4)C3C2=O)CC1 (configuration not stated)	12.9%	-8.7%	-5.8%	-2.2%	12.1	-2.7%	1.3%	-4.7%	-0.2%	-0.3%	2.0%
CCCSCCCNC(=O)c1cc2c(s1)CS(=O)(=O)C2	-9.7%	-6.1%	5.8%	4.1%	14.8	-2.8%	8.6%	0.3%	0.0%	-3.8%	-2.6%
COc1ccc(CCC(C)Nc2ccc(F)cc2)cc1 (configuration not stated)	.	2.4%	2.1%	-7.1%	15.1	-2.6%	0.0%	-0.9%	0.6%	1.4%	6.4%
COc1ccccc1OCc1nnc(SCC(=O)c2cc(Cl)ccc2OC)o1	0.1%	25.0%	0.1%	5.3%	-34.2	2.8%	-27.0%	2.2%	0.3%	0.6%	-1.4%
O=C(N/N=C/c1cccnc1)c1cccc(NC(=O)c2ccc(Cl)cc2)c1	6.4%	-1.1%	2.0%	9.7%	-10.4	?	16.4%	1.8%	-0.1%	-7.7%	6.5%
NS(=O)(=O)c1ccc(CNC(=O)c2cccc(S(=O)(=O)N3CCc4ccccc43)c2)cc1	-1.2%	0.5%	1.1%	20.7%	3.7	0.4%	?	-4.1%	-0.9%	-4.4%	-1.0%
CCOc1ccc(S(=O)(=O)N2CCCC(C(=O)NCc3ccncc3)C2)cc1 (configuration not stated)	5.4%	-0.5%	-3.1%	2.4%	-1.0	1.9%	?	-2.6%	0.1%	2.5%	4.1%
NS(=O)(=O)c1ccc(Nc2ncccc2[N+](=O)[O-])cc1	.	-5.4%	-17.6%	-4.4%	-4.1	-2.1%	0.0%	-5.9%	-0.2%	-0.6%	-9.4%
Cc1cc(C(=O)OCC(=O)Nc2ccc(F)c(F)c2)c(C)o1	.	0.9%	-3.4%	19.0%	-11.1	-9.9%	-10.6%	-6.0%	-0.3%	2.5%	?
COc1ccc(CC(=O)OCC(=O)Nc2ccc3c(c2)OCO3)cc1OC	-6.1%	-4.0%	-0.1%	4.5%	7.4	1.8%	-11.5%	-6.4%	0.0%	-0.8%	-0.1%
COc1cc(/C=C(\C#N)c2nc(-c3cc4ccccc4oc3=O)cs2)ccc1O	-2.1%	1.2%	-2.6%[46.1 µM]	-0.3%	2.5	-4.4%	?	-6.3%	-0.2%	2.2%	2.2%
CCOC(=O)N1CCC(NC(=O)c2ccc3nc4ccccc4c(=O)n3c2)CC1	.	-1.5%	.	-11.6%	3.6	-3.0%	-3.1%	.	0.2%	2.5%	14.8%
Cn1c(=O)c2c(ncn2CC(=O)OCc2ccccc2)n(C)c1=O	1.2%	-2.4%	-1.1%	-19.5%	7.1	0.3%	-6.5%	-1.2%	-0.8%	2.0%	-0.9%
CC(C)(C)OC(=O)N1Cc2cc3ccccc3nc2C1CO (configuration not stated)	-5.3%	7.0%	0.4%	?	5.4	1.0%	-1.0%	-6.6%	-0.5%	3.4%	1.7%
Additional compounds
SMILES	uPA generation	Mito fusion act	TCR activator	Eya2 phos inh	TSHR antag	Tb PFK block	ELG1 repair inh	PTAP TSG101 blk	B2AR arrestin	USP2a block	Chronic BCR inh
COc1cccc(CN(C)CC(=O)Nc2ccccc2C(C)C)c1	12.0%	12.0%	.	-17.2%	-2.6	-15.4%	-18.7%	-0.2%	-0.5%	-1.8%	0.1%
COc1ccc(C)cc1NC(=S)N1CCOCC1	0.2%	0.9%	-1.8%	6.5%	-4.9	0.7%	?	-4.6%	0.0%	1.5%	3.2%
Cc1ccc(Cc2cnc(NC(=O)/C(C#N)=C/c3ccc(-c4cccc([N+](=O)[O-])c4)o3)s2)cc1	-2.2%	1.1%	-3.9%	-21.0%	-3.6	6.5%	0.2%	0.3%	-0.4%	-1.1%	2.3%
COC(=O)[C@H](CC(C)C)NC(=O)Nc1cccc(Br)c1	-8.1%	1.7%	2.0%[46.1 µM]	0.4%	5.1	-0.4%	-7.4%	-7.7%	-0.1%	2.0%	7.9%
COc1ccc(C(C(=O)NCC2CCCO2)N(Cc2cccs2)C(=O)c2snc(C(N)=O)c2N)cc1OC (configuration not stated)	4.3%	5.0%	0.3%	0.3%	23.1	-7.5%	?	-1.8%	-0.6%	-2.6%	?
Cc1ccc(-c2ccc(=O)n(CC(=O)N3CCN(c4cc(Cl)ccc4C)CC3)n2)cc1	.	-6.8%	2.7%	-18.8%	8.1	13.7%	10.3%	-2.4%	0.0%	-2.0%	0.8%
CCOC(=O)C1CCN(c2c(N3CCN(c4ccccc4OC)CC3)c(=O)c2=O)CC1	10.8%	-8.4%	-1.1%	-1.7%	8.9	8.6%	-1.2%	-0.8%	-0.8%	3.9%	-0.8%
COc1ccccc1CNC(=O)/C(C#N)=C/c1ccc(OC)c(OC)c1OC	-14.3%	-3.6%	5.9%	6.3%	4.3	6.4%	-8.0%	-2.9%	0.2%	0.7%	-24.5%
COc1ccc(S(=O)(=O)N2CCCC(C(=O)Nc3ccc(NC(=O)c4ccccn4)cc3)C2)cc1 (configuration not stated)	-5.9%	-0.4%	.	-4.1%	0.2	-1.2%	?	.	-0.4%	-11.2%	-0.6%
CON(C)C(=O)CCN(C(=O)OC(C)(C)C)c1ccccc1	8.8%	.	-1.1%	-9.1%	0.6	-0.6%	21.6%	-5.7%	-0.1%	-0.2%	-1.3%
CCc1nc2oc3ccccc3c(=O)c2cc1C(=O)OC	-15.8%	-5.2%	-50.2%	9.7%	-5.9	1.2%	?	-3.1%	0.1%	-5.8%	?
COc1ccc(Cc2nnc(SCc3nc4ccccc4c(=O)[nH]3)n2C)cc1	-3.6%	-3.8%	.	12.6%	1.2	8.2%	-0.7%	-7.1%	-0.1%	1.9%	-0.1%
Cc1ccc2c(COC(=O)c3ccc(NC(=O)CC#N)cc3)cc(=O)oc2c1C	.	3.6%	-0.5%	-6.9%	-5.7	-3.5%	18.1%	-5.3%	-0.1%	2.5%	11.0%
CN(CC(=O)Nc1ccc(Cl)c(C(F)(F)F)c1)C(=O)c1cccnc1Sc1ccccc1	11.5%	-7.7%	3.6%	-9.1%	-4.6	0.8%	-1.7%	-0.5%	-1.2%	2.2%	1.8%

Compounds were not picked by outcome; overall some 3% were active at least once.
